D2 agonist – activates the human D2 dopamine receptor; P14416; HEK293 T-REx D2 cells, calcium flux agonist mode; activation, % at 2 µM; hit rate 0.53% among 340,000; AID 485358;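 active means activation over 3 SD above normal in the single-dose calcium agonist read, cut at about 30% in these data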; further: 0% is about no effect
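HEK293 Trex D2 cells, tetracycline-induced, o/n 30 C 5% CO2; no-wash Ca dye, RT 30–90 min; 10-cycle baseline, 23 nl cpd added, kinetic Ca read 180 s; agonist hits = positive Ca response.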
Glioma ERSR ind – induces the endoplasmic reticulum stress response in human glioma cells; U87-MG GRP78 promoter luciferase reporter, 16 h; Potency, µM, for inactives: at the highest dose activation, actives largely listed as activators; hit rate 0.02% among 420,000; AID 602332; further: potency means the concentration at half of the fitted maximal effect; series mostly up to about 76 µM; % of control where 0% means no effect; nearly all actives have a fitted effect of over 35% in size
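ERSR induction read as luciferase luminescence (Bright-Glo, 10 min at room temperature) in stably transfected human U87-MG glioma cells exposed to compounds for 16 h, using GRP78 as sensor.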
ERG-DNA inh – ERG Ets/DNA interaction inhibition | P11308 | fluorescence polarization, His-ERG Ets domain / labelled DNA | Potency, µM (top dose mostly 76.9 µM), for the others: top-dose FP activity, negative = inhibition, most hits filed as inhibitors | hit rate 0.028% among 370,000 | AID 624246; active means well fitted inhibition curve with a large enough effect in the polarisation, with a control signal flat; inconclusive means small, poorly fitted or top-dose-only effect, or effect the other way, or a change in a side signal; inactive means no such curve, though single readings can be large or run the other way; the % refers to the polarisation;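 further: polarization taken with two DNA probes labelled with fluorescein and Texas red; potency means the concentration at half of the fitted maximal effect; % of control where 0% means no effect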
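His-tagged ERG Ets domain (1 uM in the protein solution; 300mM KCl, 50mM Tris-HCl, 1mM EDTA, 1mM DTT, pH 7.5) received compound, then a probe mix of 5 nM fluorescein-DNA and 100nM Texas-615-DNA. Fluorescence polarization was read for both dyes.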
12-LOX inh – blocks human arachidonate 12S-lipoxygenase; Potency, µM (series often up to 108 µM), without a hit: top-dose activity change, negative = inhibition, hits mostly inhibitors; purified 12hLO, xylenol orange hydroperoxide absorbance; hit rate 1.1% among 580,000; P18054; further: potency means the concentration at half of the fitted maximal effect; on the % scale 0 is the no-effect control and ±100 the full control effect
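Hydroperoxide product was detected by ferrous iron/xylenol orange as the 573 to 405 nm absorbance ratio. Arachidonic acid at 40 uM (final) was turned over for 30 min at room temperature by 150 nM human 12hLO, pH 7.0 Hepes buffer, after 15 min compound preincubation.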
Vif-APOBEC3F blk – Vif-A3F binding inhibition. hit rate 0.2% among 390,000. Potency, µM (doses to about 46.1 µM), inactives show at the top dose activity, negative = active. AID 602313. HeLa A3F-eYFP + Vif (tagged APOBEC3F with the HIV-1 protein that degrades it), YFP fluorescence increase; further: potency means the concentration at half of the fitted maximal effect; % of control where 0% means no effect; nearly all actives have a fitted effect of over 65% in size
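HeLa cells stably expressing Vif plus C-terminally eYFP-tagged A3F were seeded, incubated overnight at 37 deg C, dosed with compound, incubated overnight again at 37 deg C. Yellow fluorescence (Ex 488/Em 500-530) reported blocked Vif-mediated A3F-eYFP degradation.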
D2 antag – D2 dopamine receptor (human) antagonism; HEK293 TREx D2 cells, calcium flux, dopamine EC80; inhibition, % at 10 µM; hit rate 2% among 340,000; P14416; in the data active means inhibition above about 30%; further: 0% is about no effect
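Calcium mobilization kinetics were recorded at 1 s intervals in tetracycline-induced HEK293 T-REx D2 cells, first for 180 s after compound addition and then 180 s after EC80 dopamine.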
Vif-APOBEC3G blk – inhibitors of Vif-APOBEC3G interaction | Q9HC16 | HeLa A3G-eYFP + Vif (tagged APOBEC3G with the HIV-1 protein that degrades it), YFP fluorescence, overnight | Potency, µM (series often up to 46.1 µM), inactives show at the highest dose activity, negative = active, most hits filed as inhibitors | hit rate 0.076% among 410,000;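 further: potency means the concentration at half of the fitted maximal effect; on the % scale 0 is the no-effect control and ±100 the full control effect; nearly all actives have a fitted effect of over 60% in size; hits raise eYFP signal because A3G escapes Vif-driven loss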
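Read-out is eYFP fluorescence (Ex 488/Em 500-530) from Vif-expressing HeLa A3G-eYFP cells; more signal means A3G escaped Vif-mediated degradation. Cells plated overnight, compound pinned in, incubated overnight at 37 deg C.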
LDHA block – blocks human lactate dehydrogenase A; purified LDHA, NADH/diaphorase-resazurin fluorescence; active compounds read low; activity change, % (values are at about 110 or 230 µM); hit rate 0.15% among 480,000; in the data active means activity change below about -30%; inconclusive means mostly about -25% to -30%;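 further: plate controls were DMSO wells for no effect and wells without enzyme for full effect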
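Remaining NADH was detected by diaphorase (0.133 mg/mL) converting 37 µM resazurin to fluorescent resorufin, read at 0 and 20 minutes. The preceding 5-minute room-temperature reaction used 2 nM LDHA, 0.2 mM sodium pyruvate and 0.06 mM NADH at pH 7.4.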
RGS4 inhibitor – blocks human RGS4-accelerated GTP hydrolysis; P49798; Potency, µM (doses to about 114 µM), inactives show at the top dose activity change, negative = inhibition, actives largely listed as inhibitors; hit rate 0.039% among 390,000; Transcreener GDP fluorescence polarization, RGS4-accelerated GTP hydrolysis; AID 504845; further: potency means the concentration at half of the fitted maximal effect; on the % scale 0 is the no-effect control and ±100 the full control effect; nearly all actives have a fitted effect of over 75% in size; some results filed as inactive show a strong effect at the top dose
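MLSMR compounds (23 nl, pin-transferred) preincubated 10 min at room temperature with a 500nM (2x) first reagent, then RGS4 at 900nM (2x) plus Transcreener GDP mix added; fluorescence polarization (620/688 nm) read before and after 90 min at 30 °C.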
An asterisk follows results filed as active; ? = inconclusive; . = not tested or not shown; & = joins results of further samples; [ ] = dose if it differs, or a comment. Unless noted, the call rests on the fitted dose curve; in most records, active means well fitted curve in the direction sought with a large enough effect; inconclusive means small, poorly fitted or top-dose-only effect, or another doubt; inactive means no such curve, though single readings can be large; an effect the other way counts as inactive or inconclusive.

Letters: A = D2 agonist; B = Glioma ERSR ind; C = ERG-DNA inh; D = 12-LOX inh; E = Vif-APOBEC3F blk; F = D2 antag; G = Vif-APOBEC3G blk; H = LDHA block; I = RGS4 inhibitor
O=C1NC(=O)N(CC2CCCO2)C(=O)/C1=C/c1cccs1 (stereo not drawn)
  A: -0.2 | B: -6% | C: 7% | D: 0% | E: -29% | F: 5 | G: -13% | H: -15 | I: ?
CN(C)c1ccc(N=Cc2c(O)n(CCC3=CCCCC3)c(=O)[nH]c2=O)cc1
  A: 0.6 | B: -2% | C: -21% | D: . | E: ? | F: -2 | G: 0% | H: -1 | I: -3%
CCN(CC)CCCN=Cc1c(O)n(-c2cccc(C)c2C)c(=O)[nH]c1=O
  A: 1.0 | B: -1% | C: 6% | D: 0% | E: -6% | F: -19 | G: -2% | H: -1 | I: 23%
COc1ccc(CCNCc2c(OC)ccc3ccccc23)cc1
  A: -1.2 | B: -4% | C: -4% | D: ? | E: 1% | F: 2 | G: 2% | H: -15 | I: 1%
COc1ccc(C[C@H]2NC[C@H](O)[C@H]2OC(C)=O)cc1
  A: . | B: -4%&-6% | C: -6% | D: 2% | E: 7% | F: . | G: -11% | H: -11 | I: 13%
O=C(c1cccc(C(F)(F)F)c1)N1C[C@H]2C[C@@H](C1)c1cccc(=O)n1C2
  A: 0.4 | B: -2% | C: 15% | D: 1% | E: 1% | F: 14 | G: -4% | H: -7 | I: 4%
CC(C)OS(C)(=O)=O
  A: . | B: -3% | C: 11% | D: -10% | E: -3% | F: . | G: 0% | H: -11 | I: -6%
CC(=O)Nc1ccc(C2CN(C)CC2C(=O)c2ccc(Cl)cc2)cc1 (stereo not drawn)
  A: 0.5 | B: 2% | C: -2% | D: ? | E: -1% | F: 7 | G: -1% | H: -4 | I: 16%[56.9 µM]
Cn1c(O)c(C=NCCCN2CCCC2=O)c(=O)n(C)c1=O
  A: 0.6 | B: -4% | C: 5% | D: 21% | E: 0% | F: -1 | G: -1% | H: -7 | I: 10%
Cn1c(=O)c2c(ncn2CCCl)n(C)c1=O
  A: 1.3 | B: -2% | C: -1% | D: -5% | E: -3% | F: -10 | G: -2% | H: 0 | I: 11%
CCOc1cc2c(cc1OCC)-n1cccc1C(c1c(O)cccc1OC)NC2 (stereo not drawn)
  A: 0.3 | B: -3% | C: -13% | D: ? | E: 5% | F: -11 | G: 7% | H: 0 | I: -14%
COc1ccc(Cl)cc1C(=O)C1CCCN(Cc2cnc(C)s2)C1 (stereo not drawn)
  A: -0.2 | B: -3% | C: 11% | D: 11% | E: -33% | F: -1 | G: -3% | H: 2 | I: -20%
Cc1cccc(NC(=O)c2cnc3sccn3c2=O)n1
  A: . | B: 1% | C: -8% | D: 12%[57.4 µM] | E: -9% | F: . | G: 3% | H: -17 | I: ?
CC1(C)C[C@H]2C=C(C=O)[C@]3(C=O)C[C@]3(C)[C@H]2C1
  A: 0.7 | B: -11% | C: -5% | D: -18% | E: 1% | F: -14 | G: -24% | H: 0 | I: -4%
O=C1c2ccccc2-c2cccc3cccc1c23
  A: . | B: 1%&1% | C: -4% | D: ? | E: ? | F: . | G: -3% | H: -8 | I: 13%

Next section
Letters: A = D2 agonist; B = Glioma ERSR ind; C = ERG-DNA inh; D = 12-LOX inh; E = Vif-APOBEC3F blk; F = D2 antag; G = Vif-APOBEC3G blk; H = LDHA block; I = RGS4 inhibitor
Cc1ccc2c(c1)C1CN(C)CCC1N2C(=O)/C=C/c1ccc2c(c1)OCO2 (stereo not drawn)
  A: 0.3 | B: 0% | C: 7% | D: -8% | E: -15% | F: 21 | G: -7% | H: -4 | I: -1%
CCN1C[C@@]2(COC)C3[C@@H](OC)[C@H]4[C@@H]1[C@@]3(C1C[C@@]3(O)[C@H](OC(=O)c5ccccc5)C1[C@]4(OC(C)=O)[C@@H](O)[C@H]3OC)[C@@H](OC)C[C@H]2O (stereo partly drawn)
  A: . | B: -1% | C: -10% | D: . | E: -13% | F: . | G: -1% | H: -5 | I: 2%
Cc1cccc(NP(=O)(Oc2ccccc2F)Oc2ccccc2F)c1C
  A: 1.4 | B: -7% | C: -8% | D: -15% | E: -1% | F: -12 | G: -18% | H: -2 | I: ?
Cc1cc(O)c(CN2CCN(c3ccccc3)CC2)cc1C
  A: 6.2 | B: -3% | C: -6% | D: 422%[activator] | E: -2% | F: 49* | G: -10% | H: 1 | I: -4%
COC(=O)C1=C(c2c(C)noc2C)C[C@@H]2CC[C@H]1N2C(=O)N1CCCCC1
  A: -1.3 | B: 0% | C: -12% | D: -12% | E: -1% | F: 8 | G: 2% | H: -2 | I: -2%
C[C@@H]1CN(C2CCC(C#N)(c3ccc(F)cc3)CC2)CC[C@]1(C(=O)O)c1ccccc1 (stereo partly drawn)
  A: -0.9 | B: -3% | C: -20% | D: -13% | E: 12% | F: 9 | G: 1% | H: -6 | I: 9%
COc1ccc(C(=O)C2CCCN(C3CSCCSC3)C2)c(C)c1 (stereo not drawn)
  A: -1.0 | B: -3% | C: -5% | D: -4% | E: ? | F: 5 | G: -6% | H: 0 | I: -5%
CC/C(=N\Nc1ccccc1)c1c(O)n(-c2ccccc2)c(=O)[nH]c1=O
  A: 0.5 | B: -2% | C: 6% | D: ? | E: -1% | F: -26 | G: -1% | H: -2 | I: -20%
Cc1cc(C)c(-n2c(O)c(/C=N/N3CCCCC3c3cccnc3)c(=O)[nH]c2=O)c(C)c1 (stereo not drawn)
  A: -0.7 | B: -3% | C: 1% | D: -14% | E: ? | F: 7 | G: -7% | H: 0 | I: -22%
O=C(NC1CC1)c1cn(Cc2ccccc2)nc1-c1ccccc1
  A: -2.3 | B: 2% | C: 8% | D: ? | E: 8% | F: -8 | G: -2% | H: -3 | I: -18%
O=c1[nH]c2ccccc2n1C1CCN(C(CCc2ccccc2)c2nnnn2Cc2ccccc2)CC1 (stereo not drawn)
  A: . | B: -13% | C: . | D: -18% | E: . | F: . | G: -29% | H: -7 | I: .
C/C(=C/C=C/[C@@H](C)C(=O)O)[C@H]1CN[C@H](C(=O)O)[C@H]1CC(=O)O
  A: 0.6 | B: -1%&-4% | C: -5% | D: ? | E: -1% | F: 9 | G: 0% | H: 0 | I: 2%
COc1c2c(cc3c1OCO3)CCN(C)C2
  A: 68* | B: -2%&-3% | C: 19% | D: 12%&-8% | E: 2% | F: 75* | G: -5% | H: -6 | I: -10%
COC(=O)C1=C(c2ccc(OC(F)(F)F)cc2)C[C@@H]2CC[C@H]1N2C(=O)NCCOc1ccccc1Cl
  A: 0.7 | B: -3% | C: -10% | D: 6% | E: -4% | F: 16 | G: -6% | H: 6 | I: -11%
CCOC(=O)C(O)(c1ccc(NC(=O)NC2CCCCC2)cc1)C(F)(F)F (stereo not drawn)
  A: 0.6 | B: 7% | C: -2% | D: -22% | E: -8% | F: 0 | G: 1% | H: 0 | I: -8%

New compounds follow
Letters: A = D2 agonist; B = Glioma ERSR ind; C = ERG-DNA inh; D = 12-LOX inh; E = Vif-APOBEC3F blk; F = D2 antag; G = Vif-APOBEC3G blk; H = LDHA block; I = RGS4 inhibitor
CC(=O)NC1C(OC(=O)Cc2ccccc2)OC(COC(C)=O)C(OC(C)=O)C1OC(C)=O (stereo not drawn)
  A: 2.1 | B: -1% | C: -2% | D: -8% | E: ? | F: 0 | G: -1% | H: -6 | I: -10%
CC[C@]12C=CCN3CCC4(c5cc(Br)c(OC)cc5N(C)C4[C@@](O)(C(=O)OC)[C@@H]1OC(C)=O)C32 (stereo partly drawn)
  A: 2.6 | B: -4% | C: 6% | D: ? | E: 1% | F: -6 | G: -1% | H: -2 | I: -21%[56.9 µM]
N#Cc1ccc(CN2Cc3ccccc3-n3nncc3C2)cc1
  A: . | B: -2% | C: . | D: -13% | E: -3% | F: . | G: -4% | H: ? | I: .
C=C(C)[C@@H]1C2C(=O)O[C@H]1[C@H]1OC(=O)[C@@]34OC3C[C@]2(O)[C@@]14C (stereo partly drawn)
  A: -1.1 | B: -5% | C: 26% | D: -6% | E: 0% | F: 6 | G: 2% | H: -5 | I: -4%
CC(C)(C)NC(=S)N1Cc2ccccc2-n2nncc2C1
  A: . | B: 1% | C: . | D: ? | E: 2% | F: . | G: 1% | H: -8 | I: .
COc1ccc(C(c2nnnn2Cc2ccccc2)N2CCC3(CC2)C(=O)NCN3c2ccccc2)cc1 (stereo not drawn)
  A: . | B: -3% | C: . | D: -4% | E: . | F: . | G: -12% | H: -1 | I: .
CN(C)CCN(C(=O)c1cc(Cl)sc1Cl)c1nc2ccc(F)cc2s1
  A: -0.5 | B: 0% | C: 6% | D: -28% | E: ? | F: -21 | G: 1% | H: 1 | I: 11%

Compound profiles, from the list above:
`COc1ccc(C(c2nnnn2Cc2ccccc2)N2CCC3(CC2)C(=O)NCN3c2ccccc2)cc1` (stereo not drawn) reads D2 agonist: .; Glioma ERSR ind: -3%; ERG-DNA inh: .; 12-LOX inh: -4%; Vif-APOBEC3F blk: .; D2 antag: .; Vif-APOBEC3G blk: -12%; LDHA block: -1; RGS4 inhibitor: .
`C=C(C)[C@@H]1C2C(=O)O[C@H]1[C@H]1OC(=O)[C@@]34OC3C[C@]2(O)[C@@]14C` (stereo partly drawn) reads D2 agonist: -1.1; Glioma ERSR ind: -5%; ERG-DNA inh: 26%; 12-LOX inh: -6%; Vif-APOBEC3F blk: 0%; D2 antag: 6; Vif-APOBEC3G blk: 2%; LDHA block: -5; RGS4 inhibitor: -4%

From PubChem BioAssay

Not all compounds are listed (hit frequency here may not be typical).
